RSV antiviral HEp-2: RSV antiviral activity via CPE protection, HEp-2 cells, primary 10 µM value included (AID 2391). CPE inhibition, % at 10 µM, or IC50 in µM where a hit was titrated. HEp-2 cells, RSV-induced CPE inhibition; higher % means a stronger effect. 310,000 tested, 0.13% active; in the data active = a potency from the dose series; note: strong numbers were not always called active
WT yeast gro inh: growth inhibition of WT strain, primary screen, mitochondrial fusion inhibitor project, WT and mutant strains, chemical genetic; AID 1362, 2008; mitochondrial fusion phenotypic screen; 190,000 tested, 2.1% active; inhibition, % at 10 µM; in the data active = inhibition above about 58%; tested in S. cerevisiae
NS5 inhibitors: Dengue-2 NS5 methyltransferase inhibitors, primary screen, biochemical, confirmation dose response (AID 588689) | Genome polyprotein (Dengue virus type 2 (strain 16681-PDK53)) | Dengue-2 NS5 methyltransferase capping enzyme assay, biochemical; higher % means a stronger effect | one-dose inhibition, % at 25 µM; IC50 in µM for titrated hits | 340,000 tested, 0.3% active; in the data active = a potency from the dose series
CSM14.1 death rescue: rescue of cells from ER stress-induced death, primary screen, 384-well, CSM14.1, thapsigargin, ATP luminescence (AID 1222). CSM14.1 thapsigargin-induced death rescue, ATP luminescence; higher % means a stronger effect. 190,000 tested, under 10 active. one-dose cellular ATP content (survival), % at 20 µM; EC50 in µM for titrated hits;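 active = EC50 below 50 µM in the dose-response confirmation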;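 note: death triggered by thapsigargin at about 15 µM added after 2 h compound pretreatment; cell ATP read after overnight thapsigargin exposure of roughly 18 to 22 hours; normalized against plate controls of thapsigargin alone and 5% DMSO vehicle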
Large T inhibition: SV40 large T antigen inhibitors, biochemical (AID 1903); SV40 large T antigen ATPase/helicase inhibition assay; higher % means a stronger effect; one-dose inhibition, % at 20 µM; IC50 in µM for titrated hits; 310,000 tested, 0.39% active; in the data active = a potency from the dose series; note: strong numbers were not always called active
Yfh1-off respiration: enhancers of respiration in Yfh1-depleted yeast, dose response, Friedreich's ataxia, plus single-dose screen (AID 1465); S. cerevisiae Yfh1-off respiration, WST-1 reduction, 72 h; higher fold induction means a stronger effect; one-dose fold induction at 50 µM; EC50 in µM for titrated hits; 220,000 tested, 0.074% active;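 active = fold induction of absorbance versus untreated yeast above a set limit, then at least 30% activation at any dose in follow-up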;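 note: activators that raise dye reduction in frataxin-depleted yeast; strong numbers were not always called active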
XIAP antagonists: XIAP antagonists, biochemical, IAP family, fluorescence polarization (AID 1018) | displacement, % at 20 µM, or IC50 in µM where a hit was titrated | 200,000 tested, 0.007% active | E3 ubiquitin-protein ligase XIAP (Homo sapiens) | XIAP BIR domain, fluorescence polarization peptide displacement; higher % means a stronger effect; in the data active = displacement above about 50%; note: a part of the inactive calls stands beside numbers as strong as those of hits
UTI89 phage lysis: inhibition of K1F phage lysis, E. coli UTI89, bacterial capsule biogenesis inhibitors, alamar blue (AID 488966) | inhibition, % at 100 µM; hits with a dose series show IC50 in µM | E. coli UTI89 K1F phage lysis, alamar blue, 2 h; higher % means a stronger effect | 340,000 tested, 0.02% active;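 active = phage lysis inhibition, versus mean bacterial control, above a set limit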;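 note: capsule biogenesis inhibitors block K1F phage lysis so surviving cells raise fluorescence; higher fluorescence means more inhibition of phage lysis; actives were called in the ten point dose series up to 300 µM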
West Nile virus CPE: West Nile virus antiviral activity, cell-based, CPE readout (AID 1621); West Nile virus-infected cells, CPE inhibition; higher % means a stronger effect; 290,000 tested, 0.02% active; CPE inhibition, % at 10 µM, or IC50 in µM where a hit was titrated; in the data active = a potency from the dose series; note: strong numbers were not always called active
WT yeast gro inh mutant strain: also measured in WT yeast gro inh; calls as there; inhibition, %; mitochondrial fusion phenotypic screen, mutant strain inhibition
NS5 inhibitors pilot replicate: further read-out of NS5 inhibitors, marked with its call; inhibition, %; measured here: pilot screen replicate inhibition
* marks the source's active call; other numbers are inactive results; i = inactive; . = no result given; [ ] = dose if it differs, or a comment.

SMILES	RSV antiviral HEp-2	WT yeast gro inh	WT yeast gro inh mutant strain	NS5 inhibitors	CSM14.1 death rescue	Large T inhibition	Yfh1-off respiration	XIAP antagonists	UTI89 phage lysis	West Nile virus CPE	others
Clc1ccc2nc(CN3CCCCC3)cn2c1	-0.1%	-9.0	48.2	-0.7%	-2.6%	-3.8%	i	-1.5%	0.5%[50 µM]	-0.7%
CCN(CC)CCCNC(=O)CN1N=C(c2ccc(OC)cc2)CCC1=O	2.0%	.	.	3.9%	.	6.9%	.	.	-0.2%	0.2%
Cc1ccc(SCCc2ccc(C)nc2)cc1	1.2%	57.2	51.2	-1.3%	-0.7%	11.1%	i	-9.3%	2.7%[50 µM]	-0.7%
CCOc1cnc(-c2c(-c3c(F)cccc3Cl)noc2C)o1	1.6%	-22.0	1.1	-6.5%	1.2%	-8.2%	i	-0.8%	-0.4%	-0.6%
Cc1ccc(NC(=S)NCC2CCCO2)cc1C (stereo not drawn)	0.4%	-0.5	2.4	-4.1%	0.3%	5.8%	i	-11.7%	0.3%	0.4%
Cc1noc(C)c1COc1ccc(C(=O)NNC(=O)c2ccccc2)cc1	-1.3%	.	.	-5.8%	.	8.2%	.	.	1.2%[50 µM]	.
COc1ccc(OCc2nnnn2-c2ccccc2)cc1	0.1%	-7.2	-4.1	-12.0%	-1.6%	17.7%	i	-3.4%	-0.2%	-0.5%
CCOC(=O)c1c(CN2CCN(CCO)CC2)n(-c2ccccc2)c2cc(Br)c(O)cc12	-2.5%	.	.	0.3%	.	18.9%	i	.	-0.3%	20.2µM*
COC(=O)c1ccc(CSc2nncn2C)cc1	1.3%	-19.4	0.0	-1.6%	-2.4%	1.5%	i	-1.6%	-0.9%	0.9%
Cn1cc(S(=O)(=O)NCc2ccc3c(c2)OCO3)c(C(F)(F)F)n1	1.8%	.	.	1.0%	.	18.4%	.	.	-1.4%[50 µM]	0.7%
S=c1[nH]ccn1Cc1ccccc1	1.1%	-2.1	15.7	-5.3%	.	11.5%	i	3.9%	0.2%	0.8%
C=CCn1c(SCc2nc3ccccc3nc2C)nnc1-c1ccoc1C	2.9%	2.8	-1.5	-0.8%	0.9%	24.7%	.	-3.6%	2.3%	-0.4%
Cc1c(C(=O)N2CC(C)OC(C)C2)sc2nc(-c3ccccc3)cn12 (stereo not drawn)	6.4%	-10.4	-10.2	.	-0.4%	13.9%	.	-6.8%	.	.
O=C(O)/C(=C\c1ccc(F)cc1)c1ccc(-c2ccccc2)cc1	6.1%	.	.	20.5%	.	8.5%	.	.	-0.2%	0.1%
CC(C)CCN1CC(C(=O)NCCC2=CCCCC2)CC1=O (stereo not drawn)	-0.9%	16.4	11.5	-2.8%	-1.5%	2.8%	i	-3.3%	0.2%	-0.1%
O=C(Nc1nccs1)c1sc2cc(Cl)ccc2c1Cl	3.0%	8.4	16.8	7.1%	-2.8%	4.2%	i	-5.2%	-0.4%	2.5%
Cc1cccc(C(C)Nc2ccc([N+](=O)[O-])cn2)c1 (stereo not drawn)	12.0%	10.9	8.8	4.0%	-2.6%	3.1%	i	-5.1%	-0.9%	-0.5%
Cc1ccc(S(=O)(=O)NC2CC2)cc1	1.7%	.	.	-5.9%	.	2.6%	.	.	0.2%	0.9%
CC(=O)c1cn(-c2ccc([N+](=O)[O-])cc2)c(=O)n(C)c1=O	2.5%	.	.	-6.2%	.	12.3%	.	.	0.7%	.
Cc1nn(Cc2ccc(Cl)cc2)c(C)c1NC(=O)c1noc2c1CCc1ccccc1-2	2.7%	7.1	1.9	-2.8%	3.5%	6.5%	i	-8.3%	-0.8%	-0.2%
O=c1[nH][nH]c(C(F)(F)F)c1C=NCc1cccc(Cl)c1	-0.3%	-12.7	0.2	-7.2%	-2.1%	18.8%	i	-2.0%	3.0%	-0.3%
CN(C)c1ccc(C(CNC(=O)c2ccccc2Br)c2c[nH]c3ccccc23)cc1 (stereo not drawn)	7.0%	7.3	2.5	.	7.4%	11.2%	i	-5.2%	-0.3%	-1.2%
CNC(=S)N(CCc1ccc(OC)c(OC)c1)Cc1cc2c(C)cc(C)cc2[nH]c1=O	6.7%	-21.7	-16.3	-1.5%	2.6%	2.5%	i	-1.9%	6.4%	0.1%
Cc1c(C(=O)N(Cc2ccc(N(C)C)cc2)C2CCS(=O)(=O)C2)oc2ccccc12 (stereo not drawn)	4.7%	.	.	-9.3%	.	8.9%	i	.	-0.3%	-0.9%
O=C(Cn1c(C(=O)NCC2CCCO2)cc2sccc21)c1ccccc1 (stereo not drawn)	0.7%	-19.6	2.4	-5.6%	0.8%	17.2%	i	1.5%	1.3%	-0.5%
CCCCC(=O)N/N=C(C)/C=C/c1ccccc1F	.	5.1	4.3	-6.2%	-0.7%	2.4%	i	-8.4%	3.3%	-1.0%
O=C(Nc1ccccc1)N1CCCC1c1cccs1 (stereo not drawn)	0.7%	.	.	-7.0%	.	4.0%	i	.	1.6%	-0.3%
CCC(C(=O)OC)n1cnc2c(nnn2-c2cccc(OC)c2)c1=O (stereo not drawn)	5.6%	.	.	-2.0%	.	5.9%	.	.	0.1%	-0.1%
CCOc1cc(/C=C(/C#N)c2nc3ccccc3[nH]2)ccc1OCc1ccc(C(=O)O)o1	-0.3%	-10.8	8.1	15.2%	0.3%	8.5%	i	9.5%	-0.5%	0.9%
CN(C)CCCOC(=O)c1sc2ccccc2c1Cl	2.1%	9.8	10.9	-0.8%	-2.1%	3.4%	i	-0.9%	-0.3%	0.3%
Cc1ccc(NC(=O)Cn2nnc(C(=O)NCc3cccs3)c2N)cc1	-0.2%	-1.1	0.5	1.9%	-0.3%	4.1%	i	-0.4%	0.3%	-0.1%
O=C(CCCn1nnc2ccccc2c1=O)N[C@@H](Cc1ccccc1)C(=O)O	-0.2%	.	.	-0.6%	.	9.1%	i	.	-0.7%[50 µM]	0.3%
Cc1occc1C(=O)NC(C)c1ccc2c(c1)OCO2 (stereo not drawn)	-1.2%	-6.3	8.8	-9.7%	-0.8%	1.2%	i	-6.3%	0.8%	0.2%
CCOc1cc(-c2c(C)c(CC)nc(N)c2C#N)ccc1O	6.6%	-0.9	-22.7	2.0%	2.7%	23.6%	i	2.6%	-0.6%	0.0%
COc1cc(C(=O)OCC(=O)N(C)c2ccccc2)cc(OC)c1OC	3.1%	.	.	-5.8%	.	28.9%	.	.	0.2%	-0.4%
O=C(CCC(=O)NNc1nc2ccccc2c2nc(-c3ccccc3)nn12)NCCCN1CCOCC1	1.0%	-6.6	-11.1	-1.8%	-0.8%	21.8%	i	-3.4%	0.1%	0.2%
COC(=O)C1=C(C)N(Cc2ccco2)C(=O)N[C@H]1c1ccccc1	21.8µM*	12.7	2.1	.	-1.3%	10.9%	.	-4.3%	.	.
CN(C)c1nc(NS(=O)(=O)c2ccc(Cl)cc2)nc(N(C)C)n1	0.3%	-3.3	6.2	-4.1%	0.1%	-6.1%	i	-5.0%	0.2%	-0.4%	NS5 inhibitors pilot replicate=-4.3
O=C(COc1ccccc1-c1ccccc1)N/N=C/c1ccc2ccccc2c1	-1.5%	3.0	10.9	0.7%	-1.6%	14.3%	i	28.0%	2.5%	-1.3%
Cc1ccc(NC(=O)N(C2=NCC(C)S2)c2ccccc2)cc1 (stereo not drawn)	1.3%	.	.	-2.7%	.	.	i	.	0.4%	-0.4%	NS5 inhibitors pilot replicate=-5.6
O=[N+]([O-])c1cccc(-c2nc(-c3ccccc3)c(-c3cccs3)[nH]2)c1	0.4%	-0.5	4.4	2.7%	-0.4%	-1.7%	i	2.0%	0.4%	-0.1%
CCCCCCc1ccc(OCC(=O)OC)cc1OCC(=O)OC	1.1%	-16.9	4.4	-4.2%	-0.6%	18.4%	i	-3.3%	-0.4%[50 µM]	0.2%
CCOC(=O)C1(Cc2ccccc2C(F)(F)F)CCN(C2CCC2)CC1	-0.3%	8.0	8.5	2.3%	-0.1%	8.2%	i	-3.0%	-0.2%	-1.0%
N#CCCNS(=O)(=O)c1ccc(C(=O)OCC2CCCCC2)cc1	3.2%	.	.	-5.3%	.	8.8%	.	.	0.4%	0.0%
Cc1nc2ccccc2c2oc(C(=O)Nc3ccc(C(C)C)cc3)cc12	20.8%	61.3*	5.1*	-8.0%	5.2%	1.9%	i	0.7%	-0.2%	-0.4%
CCOC(=O)CNC(=O)N1CCCC(N(C)CCc2ccccc2)C1 (stereo not drawn)	0.5%	.	.	-6.6%	.	2.3%	.	.	0.5%	-0.4%
CCN(C(=O)c1ccco1)c1nnc(-c2ccc(OC)cc2)s1	1.8%	12.7	1.3	-8.1%	-3.0%	5.6%	i	-4.5%	5.4%	-0.2%
COc1ccc2oc(C(=O)OCC(=O)N(C)CC(=O)Nc3ccc(C)cc3)c(C)c2c1	1.2%	.	.	-3.6%	.	7.5%	.	.	-0.1%[50 µM]	.
O=C(Nc1cc2c3c(c1)CC(=O)N3CCC2)c1ccc(Br)o1	-2.9%	.	.	2.2%	.	8.2%	.	.	0.2%[50 µM]	.
O=C(N/N=C/c1c[nH]c2ccccc12)c1cc(-c2ccc(-c3ccccc3)cc2)n[nH]1	18.3%	-4.2	-12.5	5.6%	-1.9%	7.4%	i	-4.2%	i	-3.0%
CN(CC(=O)Nc1c(Cl)cccc1Cl)C(=O)c1cc(S(=O)(=O)N(C)C)ccc1N1CCCC1	-0.9%	.	.	-5.9%	.	10.0%	.	.	0.1%	.
CC1(C)Cc2c(cnn2-c2ccccc2)C(NC(=O)CCCn2cncn2)C1 (stereo not drawn)	1.6%	.	.	-9.4%	.	4.1%	.	.	0.4%	-0.5%
O=C(O)C1CCC(N2C(=O)C3CCCCC3C2=O)CC1 (stereo not drawn)	5.5%	2.0	-3.6	-4.3%	-0.3%	15.1%	i	0.0%	0.3%	0.5%
C/C=C\C=C/C(=O)Nc1cccc(C2=NOC3(C2)C[C@H](C(N)=O)N(C(=O)Cc2ccc([N+](=O)[O-])cc2)C3)c1 (stereo partly drawn)	4.0%	.	.	-11.4%	.	29.9%	i	.	3.7%	-0.2%
CC(C)C(=O)Nc1cccc(NC(=S)NC(=O)c2cccs2)c1	0.1%	.	.	-1.9%	.	9.0%	.	.	-0.2%	-0.3%

Screens as filed in PubChem BioAssay.
